AHR activator: activates the human aryl hydrocarbon receptor. AHR-responsive luciferase reporter cells, luminescence. hit rate 2.5% among 320,000. activation, % at 5 µM. P35869; in the data active means activation above about 47%;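 further: 0% = vehicle wells and 100% = reference agonist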
Target sequence (P35869 whole entry, looked up): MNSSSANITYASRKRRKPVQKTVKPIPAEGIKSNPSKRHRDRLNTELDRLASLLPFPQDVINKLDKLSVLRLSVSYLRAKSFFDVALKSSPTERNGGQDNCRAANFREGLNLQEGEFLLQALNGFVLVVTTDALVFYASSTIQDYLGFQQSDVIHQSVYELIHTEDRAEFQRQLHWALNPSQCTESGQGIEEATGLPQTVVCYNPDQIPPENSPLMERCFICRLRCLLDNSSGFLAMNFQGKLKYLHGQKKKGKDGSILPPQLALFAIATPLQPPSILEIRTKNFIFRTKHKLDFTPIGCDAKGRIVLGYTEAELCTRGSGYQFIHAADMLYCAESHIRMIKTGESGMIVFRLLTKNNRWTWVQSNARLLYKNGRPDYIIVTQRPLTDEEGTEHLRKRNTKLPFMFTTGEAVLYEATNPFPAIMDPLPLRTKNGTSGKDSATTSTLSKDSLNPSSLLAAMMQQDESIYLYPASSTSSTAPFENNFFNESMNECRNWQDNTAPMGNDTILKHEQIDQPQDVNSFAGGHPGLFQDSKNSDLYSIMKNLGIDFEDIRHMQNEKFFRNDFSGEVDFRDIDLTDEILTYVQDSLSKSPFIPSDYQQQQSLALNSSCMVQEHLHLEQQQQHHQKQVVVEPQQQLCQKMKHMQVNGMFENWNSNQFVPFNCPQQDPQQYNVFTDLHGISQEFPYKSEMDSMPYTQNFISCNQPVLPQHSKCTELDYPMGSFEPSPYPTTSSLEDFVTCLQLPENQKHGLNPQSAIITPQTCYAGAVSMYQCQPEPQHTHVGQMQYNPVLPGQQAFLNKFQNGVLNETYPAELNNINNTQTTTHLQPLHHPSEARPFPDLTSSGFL
RPL19A TOR yeast: modulators of TOR pathway RPL19A-GFP in S. cerevisiae | S. cerevisiae RPL19A-GFP strain, flow cytometry, 3 h; hits give low values | hit rate 0.3% among 330,000 | percent response vs DMSO, % at 10 µM;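 active means percent response vs DMSO below 50%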;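 further: median channel GFP fluorescence of the barcoded RPL19A-GFP strain; ratio of sample median GFP to plate DMSO average so 100% = DMSO; lower means less RPL19A-GFP as with rapamycin TOR inhibition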
Efflux pump inh: blocks antifungal efflux pumps in multiplex yeast assay; hit rate 0.44% among 330,000; inhibition, % at 10 µM; S. cerevisiae Candida pump triplex, Nile Red efflux;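 active means plate passing quality check with inhibition over a set limit, or well fluorescence over plate mean plus 4 SD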;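 further: Nile Red retained in pooled yeast measured as flow cytometry median fluorescence; 0% = buffer negative control and 100% = Enniatin B positive control; higher means more Nile Red kept so more efflux inhibition; some compounds called inactive have numbers as strong as hits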
AGP1 TOR yeast: modulators of TOR pathway AGP1-GFP in S. cerevisiae; AID 2066; GFP response vs DMSO, % at 10 µM; hit rate 0.02% among 320,000; S. cerevisiae AGP1-GFP multiplex flow cytometry, 3 h; GFP as percent of DMSO wells;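 active means GFP response relative to DMSO above a set limit, near screen average plus 3 SD, cut at about 150% in these data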;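 further: median GFP channel fluorescence of the gated AGP1 strain per well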
Yeast superoxide: lowers age-related superoxide in aged yeast cells; S. cerevisiae aged cells, superoxide DHE fluorescence; hits give low values; superoxide response (% of plate mean), % at 10 µM; hit rate 0.18% among 330,000; AID 2690;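 active means superoxide response under a set limit, about three screen SD below normal, cut at about 65% in these data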;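 further: yeast aged for seven days with compound at 30 °C before DHE staining; 100% = average MFI of all compound-treated wells on the plate with controls excluded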
CIT2-GFP yeast: yeast TOR pathway CIT2-GFP modulation; AID 2029; hit rate 0.065% among 320,000; GFP response vs DMSO, % at 10 µM; S. cerevisiae CIT2-GFP strain, flow cytometry, 3 h; 100 means same as DMSO wells;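 active means GFP response relative to DMSO above a set limit, near the screen mean plus 3 SD, cut at about 150% in these data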;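 further: ratio of well median GFP fluorescence to mean of DMSO wells on the plate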
MEP2 TOR yeast: alters MEP2-GFP fluorescence in TOR pathway yeast screen; S. cerevisiae MEP2-GFP strain, flow cytometry GFP, 3 h; 100% = DMSO control level; GFP response vs DMSO, % at 10 µM; hit rate 0.51% among 330,000; AID 2016;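 active means GFP response versus DMSO above a set limit, roughly screen mean plus 3 SD, cut at about 180% in these data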;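 further: median GFP fluorescence of the barcode-gated MEP2-GFP cells per well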
LAP4-GFP MLPCN: modulators of TOR pathway LAP4-GFP in S. cerevisiae. AID 2023. S. cerevisiae LAP4-GFP multiplex, flow cytometry GFP, 3 h; median GFP as percent of DMSO wells. hit rate 0.34% among 320,000. GFP response vs DMSO, % at 10 µM;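 active means GFP response vs DMSO above a set limit, about the screen mean plus 3 SD, cut at about 150% in these data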
Starred values were filed as active, the others as inactive; / = not tested or not shown.

SMILES	AHR activator	RPL19A TOR yeast	Efflux pump inh	AGP1 TOR yeast	Yeast superoxide	CIT2-GFP yeast	MEP2 TOR yeast	LAP4-GFP MLPCN
CSc1cccc(NC(=S)NCCCO)c1	2	101	-0.1	108	107	107	108	114
Cc1ccc(C(=O)Nc2nnc(C3=COCCO3)o2)cc1C	10	101	0.4	100	105	97	103	107
CC(=O)NC(c1cc(Cl)c2cccnc2c1O)C(C)C (configuration not stated)	4	95	-0.1	95	91	91	85	100
O=C(N/N=C(\c1ccccc1)c1cccnc1)c1cc(O)ccc1O	11	95	-0.4	98	109	113	102	97
CC(C)C1C(C#N)=C(N)Oc2n[nH]c(C(C)(C)C)c21 (configuration not stated)	4	97	0.0	98	108	90	96	98
Cc1cc(=O)n2[nH]c(-c3ccc(F)cc3)nc2n1	11	97	0.0	102	109	98	100	98
Oc1ccccc1/C=N/NC(=S)NC1CC2CCC1C2 (configuration not stated)	18	91	0.0	96	87	96	95	121
Cn1c(=S)[nH]c2cccnc21	0	99	0.0	103	102	106	100	103
COC(=O)c1ccccc1NC(=O)c1ccco1	5	100	0.1	94	101	91	93	94
Cc1cccc(N/N=C(\C(N)=O)C2=NC(C)(C)Cc3ccccc32)c1	14	101	-1.1	96	105	101	96	96
O=C1Nc2ccccc2Nc2ccc([N+](=O)[O-])cc21	31	105	0.5	89	107	98	110	91
COCCn1c(C)cc(C(=O)CSc2nc(C)nc3sc4c(c23)CCC4)c1C	9	99	1.6*	96	147	94	98	98
COc1cccc(C(=O)COc2ccccc2-c2ccccc2)c1	7	90	0.0	90	91	92	101	96
Cc1ccc2nc(NCc3ccco3)c(C=NCc3ccco3)c(=O)n2c1	3	94	-0.1	92	105	90	102	102
CCC(C(=O)NC1CCCCC1)N(Cc1cccs1)C(=O)c1snc(C(N)=O)c1N (configuration not stated)	1	92	-0.4	96	93	96	95	93
COc1ccc(CNc2cc(C)ccn2)c(O)c1	-2	104	0.1	113	95	124	106	121
Cc1ccc(NC(=O)C2CCN(S(=O)(=O)c3ccc4c(c3)C(C)(C)C(=O)N4C)CC2)c(C)c1	0	99	0.1	103	101	95	106	104
Cn1nc(-c2ccccc2)c(CO)c1Oc1ccc(F)cc1	1	88	0.0	90	98	88	97	94
Cc1csc(N(C(=O)c2cccc(S(=O)(=O)N3CCCC3)c2)c2ccccc2)n1	27	92	0.0	97	97	98	101	98
COc1cccc(CN2CCN(C(=O)c3ccc(-c4ccccc4)cc3)CC2)c1	-1	101	0.3	90	96	105	107	86
CSc1nc(NCc2ccco2)c2ccccc2n1	3	102	0.0	101	96	103	101	/
CN(CC(=O)Nc1ccc(N2CCOCC2)cc1)CC(=O)Nc1ccc(N2CCOCC2)cc1	52*	99	0.1	107	97	102	95	106
Cc1ccc(S(=O)(=O)N2CCC(C(=O)OC3CCOC3=O)CC2)cc1C (configuration not stated)	0	101	0.0	107	98	111	106	109
Cc1cc(C)nc(SCC(=O)Nc2ncc(Cc3cccc(Cl)c3)s2)n1	1	100	0.1	89	101	94	105	86
CN1CCN(C(=S)NC(=O)c2ccccc2Cl)CC1	-1	83	-0.1	83	95	/	72	66
Cc1coc2c(C)c3oc(=O)cc(-c4ccccc4)c3cc12	25	95	0.1	95	86	97	101	/
Cc1ccc(CNc2ncnc3cc(Cl)ccc23)o1	32	97	0.0	104	104	95	100	107
O=[N+]([O-])c1cccc(CNCc2ccccc2)c1	-5	100	0.4	104	107	102	98	105
C=CCNc1cc(C)oc(=O)c1C(=O)CCC	2	96	0.1	102	89	95	101	99
CCOC(=O)c1cc2c(=O)n3ccccc3nc2n(CC2CCCO2)c1=NC(C)=O (configuration not stated)	1	95	0.1	/	122	95	114	112
Cc1ccc(C(=O)Nc2cccc(C(=O)N3CCOCC3)c2)cc1Cl	7	102	-0.4	103	89	102	100	97
CCN(c1ccc(NC(=O)COC(=O)c2ccc(C)c(S(=O)(=O)N3CCOCC3)c2)cc1)C(C)C	1	98	-0.1	104	86	94	108	107
CC(=O)c1cccc(NC(=O)c2cc3nc(C)cc(C)n3n2)c1	8	98	-0.1	101	104	96	109	105
O=C(NC(=S)NCc1ccc(F)cc1)c1ccccc1	-3	98	0.4	93	106	92	102	98
CC(Oc1ccccc1)C(=O)N1CCN=C1SCc1ccc(F)cc1 (configuration not stated)	-5	94	0.0	95	103	97	97	112
O=C(Nc1ccc2oc(=O)ccc2c1)c1ccc(-c2cccc([N+](=O)[O-])c2)o1	-2	99	0.1	100	95	89	95	105

A draw from above in order of formula weight, smallest number first:
SMILES	AHR activator	RPL19A TOR yeast	Efflux pump inh	AGP1 TOR yeast	Yeast superoxide	CIT2-GFP yeast	MEP2 TOR yeast	LAP4-GFP MLPCN
Cc1ccc(CNc2ncnc3cc(Cl)ccc23)o1	32	97	0.0	104	104	95	100	107
O=C(NC(=S)NCc1ccc(F)cc1)c1ccccc1	-3	98	0.4	93	106	92	102	98
CC(=O)c1cccc(NC(=O)c2cc3nc(C)cc(C)n3n2)c1	8	98	-0.1	101	104	96	109	105
Cc1ccc(C(=O)Nc2cccc(C(=O)N3CCOCC3)c2)cc1Cl	7	102	-0.4	103	89	102	100	97
CCOC(=O)c1cc2c(=O)n3ccccc3nc2n(CC2CCCO2)c1=NC(C)=O (configuration not stated)	1	95	0.1	/	122	95	114	112
CCN(c1ccc(NC(=O)COC(=O)c2ccc(C)c(S(=O)(=O)N3CCOCC3)c2)cc1)C(C)C	1	98	-0.1	104	86	94	108	107

(continued)
SMILES	AHR activator	RPL19A TOR yeast	Efflux pump inh	AGP1 TOR yeast	Yeast superoxide	CIT2-GFP yeast	MEP2 TOR yeast	LAP4-GFP MLPCN
CC(C)(C)c1ccc(C(=O)NCC(=O)OCC(=O)Nc2nc(-c3ccc(F)cc3)cs2)cc1	-3	91	0.3	101	102	105	86	100
O=C(c1cccs1)N(c1ccc(Br)cc1)C1C=CS(=O)(=O)C1 (configuration not stated)	5	104	-0.1	102	89	98	96	95
O=C(O)c1ccc(N/N=C/c2cccc(C(F)(F)F)c2)cc1	10	103	-0.1	92	120	97	108	95
CCCNC(=O)c1nc2ncc(Br)cn2n1	2	97	-0.3	98	102	95	102	96
CCCOc1ccc(OCCNC2CCCC2)cc1	7	103	-0.2	108	98	105	95	90
COc1ccc2c(CC(=O)N(C)CC3COc4ccccc4O3)coc2c1 (configuration not stated)	2	103	-0.1	98	94	99	108	115
O=C(Nc1ccccc1Cl)C1Cc2ccccc2O/C1=N\O (configuration not stated)	11	102	0.0	96	91	99	105	99
COc1cc(N=Nc2cccc(S(N)(=O)=O)c2)c2ccccc2c1N	57*	109	0.1	98	128	115	108	80
CC1CCN(C(=O)c2ccccc2NC(=O)Cc2ccccc2)CC1	3	102	0.1	96	106	103	100	92
Cc1ccc2c(c1)N(CC(=O)N1CCCC1)C(=O)CO2	31	100	0.0	98	96	107	103	93
CCCn1c(SC(C)C(=O)NCC2CCCO2)nc2sc3c(c2c1=O)CCC3 (configuration not stated)	-1	101	0.1	109	100	90	99	105
COc1ccc2c(C)cc3nncn3c2c1	10	101	-0.1	104	116	113	107	101

An excerpt of these results, with each value named.
O=C(Nc1ccccc1Cl)C1Cc2ccccc2O/C1=N\O (configuration not stated)
  AHR activator: 11
  RPL19A TOR yeast: 102
  Efflux pump inh: 0.0
  AGP1 TOR yeast: 96
  Yeast superoxide: 91
  CIT2-GFP yeast: 99
  MEP2 TOR yeast: 105
  LAP4-GFP MLPCN: 99

CCCn1c(SC(C)C(=O)NCC2CCCO2)nc2sc3c(c2c1=O)CCC3 (configuration not stated)
  AHR activator: -1
  RPL19A TOR yeast: 101
  Efflux pump inh: 0.1
  AGP1 TOR yeast: 109
  Yeast superoxide: 100
  CIT2-GFP yeast: 90
  MEP2 TOR yeast: 99
  LAP4-GFP MLPCN: 105

(next part)
SMILES	AHR activator	RPL19A TOR yeast	Efflux pump inh	AGP1 TOR yeast	Yeast superoxide	CIT2-GFP yeast	MEP2 TOR yeast	LAP4-GFP MLPCN
CC(C)C[C@H]1COCCS(=O)(=O)N1Cc1cccc(F)c1	0	88	-0.2	85	89	88	87	121
CCOCCCNS(=O)(=O)c1ccccc1	-3	98	0.2	100	102	95	100	98
CCOc1ccc(NC(=O)CN(C)C(=O)c2ccccc2CCc2ccccc2)cc1OCC	6	98	0.1	99	132	91	97	103
Cc1ccc(C(=O)NCc2ccc(Cl)cc2)cc1S(=O)(=O)N1CCCCC1	1	101	-0.1	109	136	101	104	110
CC(C)CCNC(=O)c1ccc2c(c1)ncn2C1CCCCC1	-2	95	0.7	94	99	93	97	97
CC(=O)N1CCCc2cc(S(=O)(=O)N3CCCC(C(=O)Nc4ccccc4C)C3)ccc21 (configuration not stated)	-1	99	-0.1	99	120	99	99	92
O=C(NCCc1ccccc1)c1ccc(CS(=O)Cc2ccc(Cl)cc2)o1 (configuration not stated)	6	95	-0.1	96	108	92	92	88
Cc1c(NC(=O)CSc2nc3c(cnn3-c3ccccc3)c(=O)[nH]2)c(=O)n(-c2ccccc2)n1C	1	98	0.2	95	97	96	97	87
CCc1ccccc1NC(=O)CN(C)C(=O)CSc1nn(-c2ccc(F)cc2)c(=S)s1	0	96	-0.2	93	84	93	88	91
O=C(OCCNc1nc(-c2ccccc2)nc2ccccc12)c1cccnc1	48*	105	-0.2	103	104	98	104	98
CCCOc1ccc(N2C(=O)CC(N(CCc3ccc(OC)cc3)C(=O)/C=C/C(=O)O)C2=O)cc1 (configuration not stated)	2	97	-0.2	103	92	98	91	102
CC1=CC(C)(C)NC(=S)N1c1ccc(C)c(C)c1	-1	103	0.0	102	101	106	114	98
Cc1ccc2oc(C(=O)NCc3ccc4c(c3)OCO4)c(C)c2c1	23	104	-0.3	108	81	114	96	101
O=C(O)/C=C/C(=O)NCc1csc2ccccc12	1	95	-0.1	108	98	101	102	110
COc1cc(S(=O)(=O)NC(Cc2c[nH]c3ccccc23)C(=O)O)ccc1NC(C)=O (configuration not stated)	3	94	0.6	93	122	88	93	96
CCc1nnc(NC(=O)CSc2nc(C)cc(C)c2C#N)s1	102*	99	-0.1	108	93	100	105	104
CCc1c(C)sc(NC(=O)OC)c1C(=O)N1CCOCC1	3	100	-0.1	101	125	104	102	103
COc1cc([N+](=O)[O-])ccc1-c1ccc(/C=N\n2cnnc2)o1	/	104	0.1	94	98	94	105	94

Screening data as filed in PubChem.
